# Screens: PubChem BioAssay, Southern Research Specialized Biocontainment Screening Center
# M. tuberculosis HTS = M. tuberculosis growth inhibition, HTS (AID 449762) | hit rate 0.59% among 330,000 | one-dose inhibition, % at 25 µM; IC50 in µM for titrated hits | M. tuberculosis H37Rv growth inhibition, 7H9 media; higher % means a stronger effect; in the data active = a potency from the dose series; inconclusive = inhibition above about 70% without an active follow-up result;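 also: bacterial growth assessed after seven days of incubation; strong numbers were not always called active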
# influenza NS1A = NS1A inhibition, H1N1 influenza, cell based functional assay (AID 504329); NS1A functional cell-based assay, percent inhibition; higher % means a stronger effect; inhibition, % at 12.5 µM; hits with a dose series show IC50 in µM; hit rate 0.3% among 340,000; in the data active = a potency from the dose series; inconclusive = inhibition above about 27% without an active follow-up result; also: strong numbers were not always called active
# VEEV TC-83 Vero = inhibitors of VEEV TC-83 cytopathic effect, confirmation, Vero cells (AID 588727) | inhibition, % at 20 µM, or IC50 in µM where a hit was titrated | hit rate 0.13% among 350,000 | Vero cells, VEEV TC-83 cytopathic effect inhibition; higher % means a stronger effect; in the data active = a potency from the dose series; inconclusive = inhibition mostly from about 14% at the one dose, without a potency; inactive = the rest, 99 in 100 with inhibition below about 12%; also: strong numbers were not always called active
# Salmonella PhoP GFP = PhoP regulon inhibitors, Salmonella typhi PhoP promoter GFP reporter, confirmatory (AID 1850) | Salmonella Typhi PhoP-promoter GFP reporter, fluorescence, 4 h; higher % means a stronger effect | inhibition, % at 50 µM; hits with a dose series show IC50 in µM | hit rate 0.33% among 310,000; in the data active = a potency from the dose series; inconclusive = inhibition mostly from about 25% at the one dose, without a potency; inactive = the rest, 99 in 100 with inhibition below about 19%;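 also: 0% = induced wells with vehicle and 100% = uninduced wells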
# M. tuberculosis = growth inhibition of non-replicating M. tuberculosis (AID 488890) | Mycobacterium tuberculosis non-replicating, growth inhibition; higher % means a stronger effect | hit rate 0.39% among 320,000 | one-dose inhibition, % at 25 µM; IC50 in µM for titrated hits; in the data active = a potency from the dose series; inconclusive = inhibition mostly from about 82% at the one dose, without a potency; inactive = the rest, 99 in 100 with inhibition below about 76%;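 also: plate controls were DMSO cells for no effect and high antibiotic wells for full effect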
# * hit, by the source's call; i = inactive; ? = inconclusive; nt = not tested or not shown.
[1] Cc1cc2ncn(C(=O)N3CCCCCC3)c2cc1C
[2] COc1ccccc1OCC(=O)NNC(=O)C(=O)N1CCCC1
[3] O=C(c1ccco1)n1nc(NCc2ccccc2)nc1NCc1ccccc1
[4] O=C1c2ccccc2C(=O)N1CCn1nc(Cl)nc1Cl
[5] O=C(O)c1ccccc1NCc1cccs1
[6] CCCS(=O)(=O)N1CCN(CCCc2ccccc2)CC1
[7] CN(C(=O)COc1ccccc1C(=O)NCCOc1ccccc1)c1ccccc1
[8] O=S(=O)(N1CCCCC1)N1CCN(c2ccc(F)cc2)CC1
compound no.,1,2,3,4,5,6,7,8
M. tuberculosis HTS,-1%,-10%,5%,-7%,3%,-2%,-3%,11%
influenza NS1A,-4%,-7%,-9%,-1%,-12%,7%,10%,-1%
VEEV TC-83 Vero,0.3%,1.7%,2.5%,0.0%,0.4%,i,6.7%,1.4%
Salmonella PhoP GFP,7%,-3%,2%,5%,-6%,4%,0%,-7%
M. tuberculosis,-6%,-14%,11%,-19%,25%,-12%,31%,0%

[9] NS(=O)(=O)c1ccc(CCNC(=O)c2cc(-c3ccccc3)nc3ccccc23)cc1
[10] O=C(COC(=O)c1ccc(S(=O)(=O)N2CCCC2)cc1)Nc1cccc(Br)c1
[11] CCc1cccc(C)c1N1C(=O)CC(C)(C)CC1=O
[12] CCOC(=O)C(O)(c1ccc(N(C)C(=O)c2ccc(Cl)c(Cl)c2)cc1)C(F)(F)F (stereo unspecified)
[13] COc1ccc(C2NC(=O)N(CCCC(=O)O)C(C)=C2C(=O)OCc2ccccc2)cc1 (stereo unspecified)
[14] CSc1nc2c(c(=O)[nH]1)C(c1cccc(Cl)c1)CC(=O)N2 (stereo unspecified)
[15] COc1ccc(CNC(=O)c2ccc(Cl)c(S(=O)(=O)N3CCOCC3)c2)cc1OC
[16] CN1CCc2c(OCc3ccc(F)cc3)cccc2C1=O
compound no.,9,10,11,12,13,14,15,16
M. tuberculosis HTS,6%,-7%,5%,-6%,5%,-3%,5%,-2%
influenza NS1A,-5%,-12%,9%,-5%,nt,2%,-7%,7%
VEEV TC-83 Vero,9.7%,2.2%,0.1%,2.2%,nt,3.9%,6.7%,i
Salmonella PhoP GFP,-8%,nt,-10%,5%,-15%,-4%,nt,-6%
M. tuberculosis,19%,-3%,-1%,5%,-2%,-12%,nt,27%

[17] COc1cccc2c1Oc1ncccc1N(C(=O)CCC(=O)NCc1cccc(C)c1)C2
[18] CCOc1cc(C(c2c(C)[nH][nH]c2=O)c2c(C)[nH][nH]c2=O)ccc1O
[19] O=C(c1ccco1)N1CCN(Cc2nc3ccc([N+](=O)[O-])cc3c(=O)n2-c2ccccc2F)CC1
[20] CN(C)c1ccc(/C=C(/NC(=O)c2ccccc2Cl)C(=O)NCCN2CCOCC2)cc1
[21] Cc1ccc(NC(=O)c2cc(S(=O)(=O)N3CCCCC3)c[nH]2)cc1C
[22] COc1ccc(/C=C/C(=O)Nc2nonc2NC(C)=O)cc1
[23] Cc1cc2ccccc2cc1CN1CCOCC1
[24] C=CCc1ccc(OCCN2CCc3ccccc3C2)c(OC)c1
compound no.,17,18,19,20,21,22,23,24
M. tuberculosis HTS,-6%,4%,6%,-6%,-4%,-2%,-6%,5%
influenza NS1A,-5%,0%,5%,-6%,2%,-5%,1%,9%
VEEV TC-83 Vero,1.3%,1.1%,9.1%,i,0.1%,1.9%,i,i
Salmonella PhoP GFP,8%,-2%,-13%,-5%,-14%,-4%,-8%,12%
M. tuberculosis,-3%,-9%,26%,-14%,7%,39%,-33%,29%

[25] O=C1CCCN1CC(O)CS(=O)(=O)c1ccccc1 (stereo unspecified)
[26] COc1cc(/C=N/NC(=O)c2sc3nc(C)cc(C)c3c2N)ccc1O
[27] CCCCC1=CC2=CC(=O)C(C)(OC(=O)CC)C(=O)C2=CN1Cc1ccc(OC)cc1 (stereo unspecified)
[28] COc1cc2c3c(c1)C(C)=CC(C)(C)N3C(=O)C2=O
[29] N=C1/C(=C\c2ccc(-c3cc(Cl)cc(Cl)c3)o2)C(=O)N=C2SC=C(c3ccccc3)N12
[30] O=C1CSC(c2ccccn2)N1c1ccc2ccccc2c1 (stereo unspecified)
[31] O=C(CN1CCOCC1)Nc1ccc(N2CCN(c3ccccc3)CC2)c(F)c1
[32] CCC(C)NC(=O)c1ccc2c(SCC(=O)O)c3c(nc2c1)CCCC3 (stereo unspecified)
compound no.,25,26,27,28,29,30,31,32
M. tuberculosis HTS,-3%,-1%,-5%,1%,0%,-5%,9%,-6%
influenza NS1A,-4%,nt,6%,13%,-5%,-1%,8%,-6%
VEEV TC-83 Vero,4.8%,8.0%,0.2%,7.3%,0.5%,i,0.4%,0.5%
Salmonella PhoP GFP,12%,0%,3%,2%,-1%,-8%,9%,-4%
M. tuberculosis,1%,-8%,20%,72%,6%,6%,-5%,-8%

# 16 structures out of the list, sorted by number of heavy atoms, low to high:
[5] O=C(O)c1ccccc1NCc1cccs1
[23] Cc1cc2ccccc2cc1CN1CCOCC1
[28] COc1cc2c3c(c1)C(C)=CC(C)(C)N3C(=O)C2=O
[1] Cc1cc2ncn(C(=O)N3CCCCCC3)c2cc1C
[16] CN1CCc2c(OCc3ccc(F)cc3)cccc2C1=O
[8] O=S(=O)(N1CCCCC1)N1CCN(c2ccc(F)cc2)CC1
[2] COc1ccccc1OCC(=O)NNC(=O)C(=O)N1CCCC1
[24] C=CCc1ccc(OCCN2CCc3ccccc3C2)c(OC)c1
[21] Cc1ccc(NC(=O)c2cc(S(=O)(=O)N3CCCCC3)c[nH]2)cc1C
[26] COc1cc(/C=N/NC(=O)c2sc3nc(C)cc(C)c3c2N)ccc1O
compound no.,5,23,28,1,16,8,2,24,21,26
M. tuberculosis HTS,3%,-6%,1%,-1%,-2%,11%,-10%,5%,-4%,-1%
influenza NS1A,-12%,1%,13%,-4%,7%,-1%,-7%,9%,2%,nt
VEEV TC-83 Vero,0.4%,i,7.3%,0.3%,i,1.4%,1.7%,i,0.1%,8.0%
Salmonella PhoP GFP,-6%,-8%,2%,7%,-6%,-7%,-3%,12%,-14%,0%
M. tuberculosis,25%,-33%,72%,-6%,27%,0%,-14%,29%,7%,-8%

[3] O=C(c1ccco1)n1nc(NCc2ccccc2)nc1NCc1ccccc1
[12] CCOC(=O)C(O)(c1ccc(N(C)C(=O)c2ccc(Cl)c(Cl)c2)cc1)C(F)(F)F (stereo unspecified)
[7] CN(C(=O)COc1ccccc1C(=O)NCCOc1ccccc1)c1ccccc1
[27] CCCCC1=CC2=CC(=O)C(C)(OC(=O)CC)C(=O)C2=CN1Cc1ccc(OC)cc1 (stereo unspecified)
[17] COc1cccc2c1Oc1ncccc1N(C(=O)CCC(=O)NCc1cccc(C)c1)C2
[19] O=C(c1ccco1)N1CCN(Cc2nc3ccc([N+](=O)[O-])cc3c(=O)n2-c2ccccc2F)CC1
compound no.,3,12,7,27,17,19
M. tuberculosis HTS,5%,-6%,-3%,-5%,-6%,6%
influenza NS1A,-9%,-5%,10%,6%,-5%,5%
VEEV TC-83 Vero,2.5%,2.2%,6.7%,0.2%,1.3%,9.1%
Salmonella PhoP GFP,2%,5%,0%,3%,8%,-13%
M. tuberculosis,11%,5%,31%,20%,-3%,26%

# (listing goes on)
[33] Cc1cc(C)c(OCCCn2ccnc2)c(C)c1
[34] NC(=O)N/N=C/c1c(Sc2nnnn2-c2ccccc2)nc2ccccn2c1=O
[35] O=S(=O)(Nc1ccccn1)c1ccc(C(F)(F)F)cc1Cl
[36] Cc1ccc(-n2nc3c(=O)n(CC(=O)NCCc4ccccc4C)nc(C)c3c2C)cc1
[37] O=C(CSC1=NCCN1)Nc1cccc(C(F)(F)F)c1
[38] CCCN(CC(=O)Nc1ccccc1C)C(=O)C1CC(=O)N(Cc2ccccc2)C1 (stereo unspecified)
[39] O=C(C1CCCO1)N1CCN(Cc2c(O)ccc3ccccc23)CC1 (stereo unspecified)
[40] CCOc1ccc(N(CC(=O)NC2CCCCC2)S(=O)(=O)c2c(C)noc2C)cc1
compound no.,33,34,35,36,37,38,39,40
M. tuberculosis HTS,3%,5%,-6%,8%,-4%,0%,2%,1%
influenza NS1A,-14%,-10%,-20%,3%,-6%,-15%,-5%,-5%
VEEV TC-83 Vero,1.1%,2.8%,0.2%,i,5.1%,5.8%,0.6%,1.0%
Salmonella PhoP GFP,-5%,8%,2%,-18%,0%,-2%,7%,-17%
M. tuberculosis,10%,16%,7%,6%,5%,-16%,?,-12%

[41] CN(Cc1nccn1C)C(=O)c1ccc(OC2CCN(CCc3ccccc3)CC2)cc1
[42] CCCc1nnc(NC(=O)CNc2ccc(F)cc2)s1
[43] COc1ccc(C(CNC(=O)C(CC(C)C)NS(=O)(=O)c2ccc(C)cc2)N2CCOCC2)cc1 (stereo unspecified)
[44] COc1ccc(-c2cc(C(=O)NN)[nH]n2)cc1OC
[45] CC(=O)c1ccc(OCC(=O)N(C)CC(=O)Nc2ccc(N3CCOCC3)cc2)cc1
[46] CN(C)c1ccc(S(=O)(=O)N2CCCCC2)cc1NC(=O)CN1C(=O)NC2(CCCC2)C1=O
[47] CCC(=O)N1CCCc2cc(S(=O)(=O)N3CCCc4ccccc43)ccc21
[48] Cc1ccccc1COc1ccc(/C=N/NC(=O)c2nnn(-c3nonc3N)c2CN2CCC(C)CC2)cc1
compound no.,41,42,43,44,45,46,47,48
M. tuberculosis HTS,-3%,-3%,1%,-2%,4%,-4%,-6%,13%
influenza NS1A,-1%,-20%,-6%,-4%,0%,7%,25%,6%
VEEV TC-83 Vero,0.5%,1.7%,2.1%,0.7%,0.9%,2.5%,i,1.4%
Salmonella PhoP GFP,-6%,6%,0%,2%,nt,10%,-1%,-8%
M. tuberculosis,1%,19%,8%,4%,-5%,-1%,23%,18%

[49] CCCCN(C)C(=O)c1nc2ccccn2c1CN1CCN(c2ccccn2)CC1
[50] CN1C(C(=O)NCCc2cccs2)CC2Cn3c(nc4cc(Cl)c(Cl)cc43)C21 (stereo unspecified)
[51] CCCOc1ccccc1NC(=O)CC1Nc2ccccc2NC1=O (stereo unspecified)
[52] Cc1c(NC(=O)COC(=O)c2cccn2C)c(=O)n(-c2ccccc2)n1C
[53] CCCCc1nn(-c2cc(Cl)ccc2OC)c2c1C(=O)CC(C)(C)C2
[54] Cc1ccc(OCC(=O)Nc2ccncc2)cc1
[55] O=C(NCC(=O)N(Cc1cccs1)C(C(=O)NC1CCCC1)c1cccnc1)c1ccco1 (stereo unspecified)
[56] CCN(C(=S)NC(=O)c1ccco1)c1cccc2ccccc12
compound no.,49,50,51,52,53,54,55,56
M. tuberculosis HTS,-9%,-5%,-5%,6%,-7%,0%,-5%,42%
influenza NS1A,-5%,-6%,4%,-19%,-5%,-90%,-3%,-9%
VEEV TC-83 Vero,i,0.7%,0.8%,0.7%,5.6%,i,0.1%,i
Salmonella PhoP GFP,1%,-9%,1%,nt,20%,5%,0%,nt
M. tuberculosis,3%,-7%,27%,5%,nt,nt,-3%,6%

[57] Cc1cc(C)c(NC(=O)COC(=O)c2ccc([N+](=O)[O-])s2)c(C)c1
[58] Cc1ccccc1N1CCN(CCCOc2ccc3c(C)cc(=O)oc3c2)CC1
[59] O=C(Cc1ccc(F)cc1)NC1CCCC1
[60] COc1ccc(OC)c(Nc2cc(C)nc3nc(C)nn23)c1
[61] O=C(COc1cccc(F)c1)NNC(=O)Cc1ccc(S(=O)(=O)N2CCOCC2)s1
[62] COc1cc2c(cc1OC)C(C1C(=O)CC(C)(C)CC1=O)N(C(=O)CCl)CC2 (stereo unspecified)
[63] COc1cc2c(cc1OC)C(C)N(S(=O)(=O)c1ccc(Cl)nc1)CC2 (stereo unspecified)
[64] C=CCn1c(O)c(C(CC)=NCc2cc(OC)cc(OC)c2)c(=O)[nH]c1=O
[65] NC(=O)c1ccc(NC(=O)CSc2nnc(C3CCCCC3)n2N)cc1
compound no.,57,58,59,60,61,62,63,64,65
M. tuberculosis HTS,4%,?,-4%,-2%,-1%,3%,-7%,-3%,2%
influenza NS1A,-1%,6%,-5%,7%,-8%,5%,3%,-1%,-1%
VEEV TC-83 Vero,0.2%,i,0.9%,2.0%,1.2%,0.3%,1.1%,6.6%,1.2%
Salmonella PhoP GFP,-5%,19%,28%,-4%,nt,-1%,3%,4%,1%
M. tuberculosis,79%,64%,-1%,-4%,3%,40%,-12%,31%,1%
